RBX1-CUL1 inh: blocks human RBX1-Cullin-1 di-ubiquitin formation | in vitro K48 di-Ub FRET, acceptor:donor ratio, 45 min | inhibition, % at 10 µM | 0.6% of 140,000 active | AID 1347404; in the data active means inhibition above about 25%
Target sequence (P62877 whole entry, looked up): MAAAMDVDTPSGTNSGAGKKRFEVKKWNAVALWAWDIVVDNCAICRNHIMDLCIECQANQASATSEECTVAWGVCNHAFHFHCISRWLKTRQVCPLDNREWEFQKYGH
Target sequence (Q13616 whole entry, looked up): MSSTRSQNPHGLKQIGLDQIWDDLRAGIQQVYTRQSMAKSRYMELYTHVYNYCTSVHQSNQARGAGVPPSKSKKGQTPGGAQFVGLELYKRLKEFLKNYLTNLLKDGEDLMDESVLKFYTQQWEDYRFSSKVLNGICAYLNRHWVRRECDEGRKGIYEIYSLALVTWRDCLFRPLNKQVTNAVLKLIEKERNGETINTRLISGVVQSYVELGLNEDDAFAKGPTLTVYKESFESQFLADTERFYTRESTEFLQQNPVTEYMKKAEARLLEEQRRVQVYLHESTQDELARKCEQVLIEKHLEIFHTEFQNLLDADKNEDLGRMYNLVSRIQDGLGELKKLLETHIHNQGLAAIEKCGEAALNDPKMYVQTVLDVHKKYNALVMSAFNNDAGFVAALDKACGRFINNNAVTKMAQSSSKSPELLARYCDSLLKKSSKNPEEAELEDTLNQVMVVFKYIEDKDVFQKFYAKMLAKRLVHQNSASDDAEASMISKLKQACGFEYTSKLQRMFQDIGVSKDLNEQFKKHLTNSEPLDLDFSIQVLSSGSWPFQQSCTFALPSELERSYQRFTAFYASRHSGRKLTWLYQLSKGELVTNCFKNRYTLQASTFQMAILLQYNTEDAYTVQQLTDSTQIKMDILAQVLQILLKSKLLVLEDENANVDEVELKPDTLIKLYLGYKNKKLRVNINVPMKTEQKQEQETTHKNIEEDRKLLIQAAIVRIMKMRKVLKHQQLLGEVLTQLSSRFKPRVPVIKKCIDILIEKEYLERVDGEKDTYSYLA
* marks the source's active call; other numbers are inactive results. A portion of the library. The share of hits here may be higher or lower than overall.

What do the screens show for `Cc1ccc(C(=O)Nc2ccc3nc4ccc(=NC(=O)c5ccccc5)cc-4oc3c2)cc1`?
RBX1-CUL1 inh: -7

How did O=C(NC(CO)Cc1ccccc1)c1ccccc1 (stereo unspecified) do in these assays?
RBX1-CUL1 inh: -7

What do the screens show for `CC1CCN(C(=O)C2CC(=O)N(c3ccc(OC(C)C)cc3)C2)CC1` (stereo unspecified)?
RBX1-CUL1 inh: 12

Results for Cc1ccc2ccc(C(Nc3ccccn3)c3cccc(OCc4ccccc4)c3)c(O)c2n1 (stereo unspecified) ?
RBX1-CUL1 inh: 10

What do the screens show for `COc1ccc(C(=O)N2CCC(C(Cc3ccccc3)N(C)C(=O)c3cc(C)nn3C)CC2)cc1F` (stereo unspecified)?
RBX1-CUL1 inh: 6

How did C[C@@H]1CN(Cc2cn[nH]c2-c2cccc3ccccc23)C[C@H](C)O1 do in these assays?
RBX1-CUL1 inh: 1

How did CC(=Nc1ccc(C)cc1)c1nc2ccccc2[nH]1 do in these assays?
RBX1-CUL1 inh: 1

Results for CCOC(=O)c1ccccc1/C=c1\sc2n(c1=O)C(=N)C(C#N)C(c1ccccc1I)C=2I (stereo unspecified) ?
RBX1-CUL1 inh: -3

Results for O=C(CN1C(=O)C2(SCC(=O)N2c2cccc(F)c2)c2ccccc21)NCCc1ccccc1 (stereo unspecified) ?
RBX1-CUL1 inh: 0

Results for O=C(O)c1cc(-c2cccc3ccccc23)nc2ccc(Br)cc12 ?
RBX1-CUL1 inh: 6

What do the screens show for `O=C(Nc1cccc(NC(=O)c2ccco2)c1)c1cnccn1`?
RBX1-CUL1 inh: 1

Results for COc1ccc(C(=O)/C(C#N)=N/Nc2ccc(Cl)cc2Cl)cc1 ?
RBX1-CUL1 inh: -7

What do the screens show for `COc1ccc(-c2nc3nc(C)cc(Nc4cccc(C(F)(F)F)c4)n3n2)cc1`?
RBX1-CUL1 inh: 10

What do the screens show for `CCOc1ccc(C(C2C(=O)C=C(C)N(CCOC)C2=O)N2CCC(C)CC2)cc1` (stereo unspecified)?
RBX1-CUL1 inh: 0

How did Cc1cc(C)cc(NC(=O)NCCc2c(C)nn(C)c2C)c1 do in these assays?
RBX1-CUL1 inh: 6

How did COc1ccc2occ(C(=O)c3cccs3)c2c1 do in these assays?
RBX1-CUL1 inh: -7

Results for OCCN1CCN(C(=S)c2ccc(-c3ccccc3)cc2)CC1 ?
RBX1-CUL1 inh: -3

What do the screens show for `CN(CCc1ccccc1)C1(C(=O)NCc2nccn2C)Cc2ccccc2C1`?
RBX1-CUL1 inh: 3

How did Cc1ccccc1N1C(S)=C(C#N)C(=O)NC1c1ccco1 (stereo unspecified) do in these assays?
RBX1-CUL1 inh: 0

How did CC(C)NC(=O)N1CCN(c2ccncc2S(=O)(=O)N2CCCCC2)CC1 do in these assays?
RBX1-CUL1 inh: -6

How did Cc1ccc(S(=O)(=O)N2CCN(c3ccc(Cl)c(Cl)c3)CC2)c(C)c1C do in these assays?
RBX1-CUL1 inh: 3

Results for CCCCCCCCCCC1S/C(=N/N=C/c2cc(C)ccc2OS(=O)(=O)c2ccc(C)cc2)NC1=O (stereo unspecified) ?
RBX1-CUL1 inh: -20

What do the screens show for `COc1ccc(N2C(=O)C3C(=NC2=S)c2ccccc2CC32CCCC2)cc1` (stereo unspecified)?
RBX1-CUL1 inh: 1

Results for O=C(CCn1cncn1)N1CCc2onc(-c3ccc(C(F)(F)F)cc3)c2C1 ?
RBX1-CUL1 inh: -3

How did O=C1NC(c2ccc([N+](=O)[O-])o2)Nc2sc3c(c21)CCCC3 (stereo unspecified) do in these assays?
RBX1-CUL1 inh: 0

Results for Cc1ccc(CNc2nc(CN3CCN(C=O)CC3)nc3ccccc23)cc1 ?
RBX1-CUL1 inh: 4

How did CCOC(=O)c1sc(N/N=C/c2ccc(OCC)cc2)nc1C do in these assays?
RBX1-CUL1 inh: -2

Results for CCOc1ccc(C(=O)Nc2ccc(S(=O)(=O)NC(C)(C)C)cc2)cc1 ?
RBX1-CUL1 inh: -10

Results for Cc1ccccc1C(=O)OC1CC2C(CC1(C)O)C2(C)C (stereo unspecified) ?
RBX1-CUL1 inh: -2

Results for CCc1ccccc1NC(=O)Cn1c(=O)n(C(C)C)c(=O)c2oc3ccccc3c21 ?
RBX1-CUL1 inh: -4

What do the screens show for `COc1ccccc1OCC(=O)NCC1CCCN(C(=O)c2cc(C(C)C)no2)C1` (stereo unspecified)?
RBX1-CUL1 inh: 5

What do the screens show for `Cc1ccc(S(=O)(=O)NCCCCCC(=O)Oc2ccc3c(-c4ccccc4)cc(=O)oc3c2)cc1`?
RBX1-CUL1 inh: -6

What do the screens show for `Cc1ccc(OCC(=O)Nc2ccccc2C(=O)OCc2cc(=O)n3ccsc3n2)cc1C`?
RBX1-CUL1 inh: -13

How did Nc1cc2nsnc2cc1Br do in these assays?
RBX1-CUL1 inh: 96*

What do the screens show for `CCCN1C(=O)/C(=C\c2cn(CC(=O)O)c3ccccc23)C(=O)N(c2ccccc2)C1=S`?
RBX1-CUL1 inh: 49*

Results for COc1ccccc1C1(CC(=O)N2CCC(Oc3ccccc3Cl)CC2)CC(=O)N(C)C1=O (stereo unspecified) ?
RBX1-CUL1 inh: -13

What do the screens show for `COc1ccccc1C(=O)Nc1cccc(C(=O)OCc2cc(=O)n3nc(C)sc3n2)c1`?
RBX1-CUL1 inh: -3

How did O=C(CCN1C(=O)c2ccccc2S1(=O)=O)Nc1ccccc1C(=O)O do in these assays?
RBX1-CUL1 inh: 1

Results for CC(=O)Nc1cccc(S(=O)(=O)N2CCC(CO)(CCc3ccccc3)CC2)c1 ?
RBX1-CUL1 inh: 11

How did COCc1ccc(C(=O)Nc2ccc(-c3nc(CNC(=O)c4cn5ccccc5n4)c(C)o3)cc2)o1 do in these assays?
RBX1-CUL1 inh: 0

Results for COc1ccc(N2CCN(Cc3nnc(-c4cccc(Br)c4)o3)CC2)cc1 ?
RBX1-CUL1 inh: -11

Results for CCCN1CCC(NC(=O)c2ccccc2C)CC1 ?
RBX1-CUL1 inh: -6

Results for O=S(=O)(NCC1CCCO1)c1cnc(Cl)c(Br)c1 (stereo unspecified) ?
RBX1-CUL1 inh: 5

How did COc1ccc(N2C(=O)CC(NCCOC34CC5CC(CC(C5)C3)C4)C2=O)cc1 (stereo unspecified) do in these assays?
RBX1-CUL1 inh: -8

How did CC(C)CCN(C(=O)Nc1ccccc1)C(C)c1cccs1 (stereo unspecified) do in these assays?
RBX1-CUL1 inh: -15

What do the screens show for `c1ccc2c(c1)ccc1c2nc2ccccn21`?
RBX1-CUL1 inh: -9

What do the screens show for `CC(=O)N1CCC(C(=O)N2CCCC(CCc3ccc(F)cc3F)C2)CC1` (stereo unspecified)?
RBX1-CUL1 inh: -5

Results for CC1=NN(C(=O)c2cccc(COc3ccc4ccccc4c3)c2)C(O)(C(F)(F)F)C1 (stereo unspecified) ?
RBX1-CUL1 inh: -3

What do the screens show for `Cc1cc(C)cc(-n2ccnc2SCC(=O)Nc2ccc3c(c2)OCO3)c1`?
RBX1-CUL1 inh: -4

Results for CSc1nc(-c2ccc(Cl)cc2)nn1C(=O)Cc1ccccc1 ?
RBX1-CUL1 inh: 7

How did CCOCCn1c(=O)c2c(nc3n2CCCN3c2ccc(OC)cc2)n(C)c1=O do in these assays?
RBX1-CUL1 inh: 2

Results for O=C(O)/C=C\C(=O)N1CCC(O)(c2ccc(Cl)cc2)CC1 ?
RBX1-CUL1 inh: 4

How did Cc1ccc(-c2cccc(-c3ccn[nH]3)c2)nn1 do in these assays?
RBX1-CUL1 inh: 12

What do the screens show for `CCOC(=O)c1[nH]c(C)c(CCC(=O)NCc2ccc(OC)cc2)c1C`?
RBX1-CUL1 inh: -1

What do the screens show for `CCOC(=O)C1=NNC2C(=O)N(c3ccccc3[N+](=O)[O-])C(=O)C12` (stereo unspecified)?
RBX1-CUL1 inh: 3

What do the screens show for `COc1cc(/C=N/NC(N)=O)ccc1OCC(=O)Nc1ccc(Br)c(Cl)c1`?
RBX1-CUL1 inh: 17

How did O=c1c2sc3ccccc3c2n(Cc2cccc(Cl)c2)c(=O)n1Cc1ccc(F)cc1 do in these assays?
RBX1-CUL1 inh: -12

How did Nc1c(Br)ccc2nsnc12 do in these assays?
RBX1-CUL1 inh: 104*

How did COc1ccc(-n2c(=O)c3c(c4cc(OC)ccc4n3C)n(Cc3cccc(OC)c3)c2=O)cc1 do in these assays?
RBX1-CUL1 inh: 3

How did CCC(CC)C(=O)N1CCN(S(=O)(=O)c2ccc(OC)cc2)CC1 do in these assays?
RBX1-CUL1 inh: 1

A run of entries from the list above, for reference:
How did CCOCCn1c(=O)c2c(nc3n2CCCN3c2ccc(OC)cc2)n(C)c1=O do in these assays?
RBX1-CUL1 inh: 2

Results for O=C(O)/C=C\C(=O)N1CCC(O)(c2ccc(Cl)cc2)CC1 ?
RBX1-CUL1 inh: 4

How did Cc1ccc(-c2cccc(-c3ccn[nH]3)c2)nn1 do in these assays?
RBX1-CUL1 inh: 12

What do the screens show for `CCOC(=O)c1[nH]c(C)c(CCC(=O)NCc2ccc(OC)cc2)c1C`?
RBX1-CUL1 inh: -1

What do the screens show for `CCOC(=O)C1=NNC2C(=O)N(c3ccccc3[N+](=O)[O-])C(=O)C12` (stereo unspecified)?
RBX1-CUL1 inh: 3

What do the screens show for `COc1cc(/C=N/NC(N)=O)ccc1OCC(=O)Nc1ccc(Br)c(Cl)c1`?
RBX1-CUL1 inh: 17

How did O=c1c2sc3ccccc3c2n(Cc2cccc(Cl)c2)c(=O)n1Cc1ccc(F)cc1 do in these assays?
RBX1-CUL1 inh: -12

(list continues)
What do the screens show for `CC(C)c1nc(CN(C)C(=O)Nc2n[nH]c(-c3ccccc3F)n2)no1`?
RBX1-CUL1 inh: 6

Results for Cc1ccc(N(CC(=O)Nc2ccc(C(N)=O)cc2)S(=O)(=O)c2ccccc2)cc1C ?
RBX1-CUL1 inh: 4

Results for CCn1c(SCc2ccc(C)cc2)nnc1-c1ccccn1 ?
RBX1-CUL1 inh: 8

How did COc1ccc(-c2cc(C(F)F)n3ncc(C(=O)N(C)Cc4cnn(C)c4)c3n2)cc1 do in these assays?
RBX1-CUL1 inh: 0

Results for C/C(=N\NC(=O)c1ccncc1)C1C(=O)NC(=O)NC1=O ?
RBX1-CUL1 inh: -8

How did CN1C(=O)C(C(=Nc2ccc(Cc3ccncc3)cc2)c2ccccc2Cl)C(=O)N(C)C1=O do in these assays?
RBX1-CUL1 inh: 2

Results for Cc1cc(OC(=O)c2ccccc2C)ccc1NC(=O)c1ccccc1C ?
RBX1-CUL1 inh: -9

What do the screens show for `CCCC(=O)Nc1cc(C(=O)OC)ccc1Cl`?
RBX1-CUL1 inh: -13

What do the screens show for `Cn1cnc(NC(=O)c2ccc(C3CCCN3C(=O)c3ccoc3)s2)n1` (stereo unspecified)?
RBX1-CUL1 inh: 7

What do the screens show for `CCc1ccc(/C=N/NC(=O)c2cc(C)on2)s1`?
RBX1-CUL1 inh: 1

3 entries out of the list, sorted by heavy-atom count, lowest first:
What do the screens show for `CCc1ccc(/C=N/NC(=O)c2cc(C)on2)s1`?
RBX1-CUL1 inh: 1

How did COc1ccc(-c2cc(C(F)F)n3ncc(C(=O)N(C)Cc4cnn(C)c4)c3n2)cc1 do in these assays?
RBX1-CUL1 inh: 0

How did CN1C(=O)C(C(=Nc2ccc(Cc3ccncc3)cc2)c2ccccc2Cl)C(=O)N(C)C1=O do in these assays?
RBX1-CUL1 inh: 2

The results go on.
What do the screens show for `Cc1ccc(CNC(=O)c2coc(COc3ccccc3F)n2)s1`?
RBX1-CUL1 inh: 6

Results for O=C(Cn1cncn1)N1CC[C@@H](N2CCN(CCc3ccccc3)CC2)[C@H](O)C1 ?
RBX1-CUL1 inh: 4

What do the screens show for `COC(=O)COC(=O)c1ccc(Oc2nc(N(C)C)nc(N(C)C)n2)cc1`?
RBX1-CUL1 inh: -4

What do the screens show for `C(=N\N=C\c1cccnc1)/c1cccnc1`?
RBX1-CUL1 inh: 14

What do the screens show for `CCOC(=O)NC(NC(=O)OCC)c1ccc(OC)c(OCC)c1`?
RBX1-CUL1 inh: -5

Results for Nc1scc2c(C(=O)N/N=C/c3ccc(Cl)cc3)nn(-c3ccc(Cl)cc3)c(=O)c12 ?
RBX1-CUL1 inh: -6

What do the screens show for `O=C(NCCC1=CCCCC1)c1ccc(-c2ccccc2)cc1`?
RBX1-CUL1 inh: 2

How did COc1ccc(Nc2nc3ccc([N+](=O)[O-])cc3nc2Nc2ccc(OC)c(Cl)c2)cc1Cl do in these assays?
RBX1-CUL1 inh: 4

What do the screens show for `CCC1=NN2C(=N)/C(=C/c3c(C)nn(-c4ccccc4)c3Cl)C(=O)N=C2S1`?
RBX1-CUL1 inh: 17

How did CC(=O)N1CCN(Cc2nc(-c3ccc(C(F)(F)F)cc3)no2)CC1 do in these assays?
RBX1-CUL1 inh: -7

Results for Cc1ccc(C(=O)Nc2cccc(-c3nc4ccccc4s3)c2)c2ccccc12 ?
RBX1-CUL1 inh: -5

What do the screens show for `CCc1nnc2n1N=C(c1ccc(OC)cc1)CS2`?
RBX1-CUL1 inh: 7

How did CCCCn1c(=O)c2oc3ccccc3c2n(Cc2ccccc2C)c1=O do in these assays?
RBX1-CUL1 inh: 9

How did c1ccc2nc3c(nc2c1)c1ccccc1n3CCN1CCCCC1 do in these assays?
RBX1-CUL1 inh: 0

What do the screens show for `O=C(CSc1ncnc2sc3c(c12)CCCCC3)N1CCOCC1`?
RBX1-CUL1 inh: 0

Results for CNC(=O)c1ccccc1NC(=O)Cc1ccc(Cl)cc1 ?
RBX1-CUL1 inh: 0

How did Cc1cccc(N2CCN(Cc3nnc(-c4cccc(Br)c4)o3)CC2)c1C do in these assays?
RBX1-CUL1 inh: -10

What do the screens show for `Cc1ccc(C)c(N2CCN(C(=O)c3cc4c(=O)oc5ccccc5c4s3)CC2)c1`?
RBX1-CUL1 inh: 1
